# Source: PubChem (The Scripps Research Institute Molecular Screening Center)
# V1aR counter: counter-screen for oxytocin receptor agonists: human V1a receptor agonists | 320,000 compounds, 0.25% hits | activation, % at 3 µM | P37288 | CHO-V1R cells, Fluo-8 calcium fluorescence, agonist mode; 0% DMSO, 100% 3 nM vasopressin;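 active means activation above the mean activation of all tested compounds plus 3 SD, per screening run, cut at about 20% in these data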;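 further: signal is peak over basal fluorescence ratio across a 100 second FLIPR read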
# Target sequence (P37288 whole entry, looked up): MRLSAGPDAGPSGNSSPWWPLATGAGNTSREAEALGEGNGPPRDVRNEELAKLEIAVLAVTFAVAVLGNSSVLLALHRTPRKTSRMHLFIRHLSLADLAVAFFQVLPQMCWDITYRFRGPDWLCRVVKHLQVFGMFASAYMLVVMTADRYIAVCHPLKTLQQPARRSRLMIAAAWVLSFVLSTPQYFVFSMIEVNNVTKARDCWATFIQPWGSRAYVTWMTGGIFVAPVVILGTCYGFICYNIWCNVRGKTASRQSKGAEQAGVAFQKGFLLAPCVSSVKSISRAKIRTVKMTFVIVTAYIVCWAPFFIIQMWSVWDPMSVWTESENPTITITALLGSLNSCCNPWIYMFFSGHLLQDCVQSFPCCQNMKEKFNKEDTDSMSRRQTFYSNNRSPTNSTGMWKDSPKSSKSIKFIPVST
# TAAR1 antag: antagonists of human TAAR1; Q96RJ0; CHO RD-HGA16 TAAR1, Fluo-8 calcium fluorescence, antagonist; inhibition, % at 3 µM; 360,000 compounds, 1.5% hits; AID 624466;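 active means inhibition above a per-plate cutoff, the mean inhibition of test compounds on that plate plus 3 SD, cut at about 49% in these data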;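 further: 0% = DMSO plus EC80 beta-PEA response and 100% = DMSO alone without agonist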
# Target sequence (Q96RJ0 whole entry, looked up): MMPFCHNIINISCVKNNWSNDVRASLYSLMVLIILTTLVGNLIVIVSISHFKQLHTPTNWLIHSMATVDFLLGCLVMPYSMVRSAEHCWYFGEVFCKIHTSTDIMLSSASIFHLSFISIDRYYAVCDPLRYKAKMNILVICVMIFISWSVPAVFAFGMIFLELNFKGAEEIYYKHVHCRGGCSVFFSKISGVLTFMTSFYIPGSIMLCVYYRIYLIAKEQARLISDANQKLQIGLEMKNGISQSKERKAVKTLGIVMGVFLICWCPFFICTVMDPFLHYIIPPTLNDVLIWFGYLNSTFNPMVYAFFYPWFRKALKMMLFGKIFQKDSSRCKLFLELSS
#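 Test system: RD-HGA16 CHO cells with stable hTAAR1 and Gα16 / Probe or stimulus: EC80 β-phenethylamine stimulus / Times: seeding 17-24 h prior, 75-min 37 °C, 30-min RT dye loading / Detection: Fluo-8 calcium-sensitive fluorescence / Read-out basis: % inhibition scaled between DMSO and EC80 PEA controls / Repeats: singlicate, one well per test compound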
# CHO-K1 Ca ag: counter-screen for M1 agonists: effect in parental CHO-K1 cells | activation, % at 3 µM | Fluo-8 calcium fluorescence; scaled to maximal ATP response, vehicle zero | 360,000 compounds, 0.48% hits; in the data active means activation above about 15%;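 further: untransfected CHO-K1 host cells lacking M1 receptor as counterscreen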
# GPR7 antag: antagonists of human GPR7 (neuropeptides B/W receptor 1). P48145. GPR7-expressing cells, fluorescence antagonist assay. inhibition, % at 4.4 µM. 290,000 compounds, 1.1% hits. AID 1861; in the data active means inhibition above about 16%, passing the limit was not always enough;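 further: cells stimulated with the agonist NPW; 0% = agonist with vehicle and 100% = vehicle without agonist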
# M1 PAM parental: M1 PAM counterscreen hit in parental CHO-K1 cells | 360,000 compounds, 0.02% hits | activation, % at 3 µM | ATP EC20, Fluo-8 calcium fluorescence; 0% at ATP EC20, 100% at ATP max;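 active means activation above the run cutoff, the mean activation of all test compounds plus 3 SD, cut at about 40% in these data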;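 further: peak over basal fluorescence ratio in a 140 s read after ATP addition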
# CHO parental Ca: counter-screen for OX1R antagonists: effect in parental CHO cells. AID 463079. 330,000 compounds, 0.63% hits. inhibition, % at 5.6 µM. parental CHO-K1, ATP-induced calcium, Fluo-8 fluorescence;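 active means inhibition above that plate's mean sample inhibition plus 3 SD, cut at about 26% in these data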;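 further: 0% = ATP-challenged DMSO wells and 100% = DMSO wells without ATP; some compounds past the cut are filed as inactive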
#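 Test system: untransfected parental CHO cell line; also added: ATP stimulus; dosing: 5.6 µM, single dose; signal: calcium-sensitive Fluo-8 fluorescence; measure: percent inhibition of ATP-evoked calcium rise, normalized to controls; benchmarks: low control ATP plus DMSO, high control DMSO only; replication: one well per compound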
# OXTR ag: activates the human oxytocin receptor; 320,000 compounds, 0.32% hits; P30559; activation, % at 3 µM; CHO-OTR cells, Fluo-8 calcium fluorescence; normalized: DMSO 0%, oxytocin 100%;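 active means activation above the mean of all tested compounds plus 3 SD, cutoff set per screening run, cut at about 20% in these data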;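 further: peak over basal fluorescence ratio from a 100 s FLIPR kinetic read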
# CHO-K1 Ca antag: M1 antagonist counterscreen hit in parental CHO-K1 cells; 360,000 compounds, 0.6% hits; ATP-induced calcium, Fluo-8 fluorescence; inhibition, % at 3 µM; AID 602250;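 active means inhibition above a per-plate cutoff, the plate's mean sample inhibition plus 3 SD, cut at about 24% in these data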;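 further: 0% = DMSO plus EC80 ATP and 100% = DMSO alone without ATP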
# OXTR potentiator: human OXTR potentiation; P30559; CHO-OTR cells, Fluo-8 calcium fluorescence, potentiator mode; 0% = oxytocin EC15, 100% = EC100; activation, % at 3 µM; 320,000 compounds, 0.061% hits; AID 2445;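 active means activation above that plate's cutoff, the mean activation of tested compounds plus 3 SD, cut at about 6.6% in these data, passing the limit was not always enough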;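 further: 100% uses oxytocin at 75 nM as the full agonist control; some results filed as inactive read as strong as hits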
#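 System: human OTR in CHO cells; Also added: sub-maximal oxytocin, roughly EC15; Timing: compound 6 min at room temperature before oxytocin, 100 s read; Technique: Fluo-8 intracellular calcium fluorescence, ex 470-495, em 515-575 nm; Controls: oxytocin EC15 low and EC100 high; Replication: singlicate.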
# The depositor's hits bear a star; nt = not tested or not shown. The order is random (roughly 3.5% active in at least one column).
Molecule,V1aR counter,TAAR1 antag,CHO-K1 Ca ag,GPR7 antag,M1 PAM parental,CHO parental Ca,OXTR ag,CHO-K1 Ca antag,OXTR potentiator
CC(C)CN1C(=O)C(=O)N(CC(=O)N2c3ccccc3NC(=O)CC2C)C1=O (stereo unspecified),nt,8,0.9,nt,9,nt,nt,-13,nt
Cc1ccccc1/C=C/C(=O)N1CCOCC1,5.5,-7,0.9,-9,26,-11,-0.2,-14,-17
O=C(NCc1ccccc1)c1cnc2n(c1=O)CCS2,2.2,-13,-0.2,10,-7,-6,2.2,4,-1
CC(O)(CC(=O)O)CC(=O)O,-0.2,nt,nt,nt,nt,1,1.7,nt,4
CCNC(=O)COC(=O)c1cc(-c2ccccc2)nn1-c1ccccc1,0.5,4,0.7,-4,-1,0,-0.1,-17,-19
Nn1c(SCC(=O)Nc2nnc(-c3ccccc3)o2)nnc1C1CC1,0.0,-14,0.2,nt,6,15,-0.2,-3,-6
N=c1oc2ccccc2cc1C(=O)NCc1ccccc1,1.0,-18,0.3,-1,15,-11,-0.1,6,-5
COc1cc(OC)c(C2=Nc3ccc(Br)cc3C(c3ccccc3)N2CC(=O)NN)cc1OC (stereo unspecified),0.1,-13,0.0,-4,14,-21,-0.1,-9,-4
C=CCOc1ccc(/C=C2\C(=N)N3N=C(S(=O)(=O)CC)SC3=NC2=O)cc1OC,0.6,-18,-0.2,-20,12,-3,0.6,-5,1
COc1cccc(Nc2ccc(-n3ccnc3)nn2)c1,0.7,-12,15*,-17,14,-5,0.6,-3,-4
Cc1nc(N2CCOCC2)c2c(C)c(C(=O)Nc3ccc(F)cc3Cl)sc2n1,-0.1,-20,1.5,-10,17,-10,0.3,-12,-3
Cc1ccc(C)c(NNC(=O)C(=O)NNc2cc(C)ccc2C)c1,-0.4,-16,-0.2,5,-12,-10,0.6,4,-11
CN(CC(=O)Nc1ccc(F)cc1)C(=O)Cc1ccsc1,0.6,-1,0.1,nt,3,-10,0.9,-8,4
COc1ccc(S(=O)(=O)c2c(O)c3ccc(C(=O)Nc4ccc(F)cc4)cc3[nH]c2=O)cc1,0.9,-27,0.0,3,3,-1,0.1,6,-5
COc1ccccc1NS(=O)(=O)c1cc(NC(=O)c2ccco2)ccc1N1CCOCC1,0.3,-17,4.1,1,-9,1,0.4,11,-1
CCCCCCC(=O)N(O)C1CC(=O)N(c2ccc(Cl)cc2)C1=O (stereo unspecified),1.1,0,-0.3,-7,15,3,-0.4,-13,3
Cc1ccc(C(=O)N/C(=C/c2ccco2)C(=O)N2CCC(C)CC2)cc1,0.2,-6,1.3,-4,8,-17,0.1,-13,-4
C#CCNC(=O)C1=C[C@H](C2CCCCC2)C[C@H](OCCCCO)O1,1.1,12,-0.3,-11,-12,-21,-0.5,13,-4
Cc1ccc(-n2nnnc2-c2ccco2)cc1,1.9,0,0.5,-8,19,1,-0.4,-11,-12
CNc1nnc(-c2cc3cc(Cl)ccc3oc2=O)s1,2.1,-10,2.4,9,14,6,1.8,-8,-11
CSc1ccccc1NC(=O)COC(=O)CSc1ccc(C)cc1,-1.3,-5,0.3,nt,11,-2,-2.1,-11,0
O=C(Nc1ccc(Cl)cc1F)C1CC(=O)N(Cc2ccco2)C1 (stereo unspecified),nt,-24,-0.5,nt,2,nt,nt,10,nt
CCC(c1nnnn1CCOC)N1CCN(Cc2ccccc2)CC1 (stereo unspecified),0.4,-7,0.3,-7,7,-11,0.5,-4,-5
COc1ccc(NC(=O)CSCc2ccc([N+](=O)[O-])cc2)cc1OC,3.0,0,1.9,-12,-8,-7,2.1,3,-8
COc1ccc(-c2nc(CS(=O)(=O)CC(=O)NCCCN3CCOCC3)c(C)o2)cc1,1.4,-10,0.1,-13,-2,-18,0.2,-12,-2
COc1ccc(S(=O)(=O)N2CCCC(C(=O)NCC3CCCO3)C2)cc1OC (stereo unspecified),1.3,-2,0.6,-12,12,5,0.3,-11,-9
COc1ccc(C(=O)NNC2=C(C(=O)C(F)(F)F)CCC2)cc1,0.3,4,0.9,-12,6,-10,0.7,-3,-1
COc1ccc(CN(C(=O)/C=C/C(=O)c2ccc(OC)cc2O)C(C(=O)NC2CCCCC2)c2ccncc2)cc1 (stereo unspecified),-0.9,6,0.0,-3,19,-33,-1.3,-4,2
C/C(=N/NC(=O)C1CC1(c1ccccc1)c1ccccc1)c1ccco1 (stereo unspecified),-0.2,-9,0.2,-23,5,-29,-2.5,-19,-16
CCOc1ccc(-c2cc(N)n(S(=O)(=O)c3ccc(OC)cc3)n2)cc1,-1.0,1,-0.9,-8,18,-6,-0.7,-11,-4
N#CC1(Cc2ccccc2)c2ccccc2C=CN1C(=O)c1ccccc1 (stereo unspecified),-0.3,38,1.3,8,17,-14,-0.8,-6,-8
Cc1nnc2sc(SCc3ccccc3)nn2c1=O,-0.8,nt,nt,5,nt,-2,-1.4,nt,-3
Cc1cccc(N2CCN(S(=O)(=O)c3ccc4c(c3)CCN4C(=O)CCC(=O)O)CC2C)c1 (stereo unspecified),0.4,0,0.8,-6,20,-14,1.2,-4,-6
C#CC(=O)CC1(CN(Cc2ccccc2)C(=O)OC(C)(C)C)CCCCC1,nt,2,-0.2,nt,-12,nt,nt,-3,nt
Cc1c(NC(=O)c2c(N)sc3c2CCCC3)c(=O)n(-c2ccccc2)n1C,-0.4,-2,-0.1,-13,12,-5,-1.0,-15,-8
CCOC(=O)c1ccn(S(=O)(=O)c2ccc(C)cc2)c1-c1ccccc1,nt,15,1.2,nt,3,nt,nt,-1,nt
O=C1CSC(c2cn(-c3ccccc3)nc2-c2cccs2)N1Cc1ccccc1 (stereo unspecified),0.2,7,nt,2,nt,-9,0.4,nt,-1
O=C(CN1CCC(Cc2ccccc2)CC1)NCCc1ccc(F)cc1,-0.5,-27,0.0,-2,-2,4,-0.8,-9,-30
CCC(C)NC(=O)c1ccccc1NC(=O)C(C)N(c1ccccc1)S(C)(=O)=O (stereo unspecified),-0.4,-5,0.2,-2,6,-13,-0.9,-7,-2
Cc1ccc(/C=C/C(=O)OCC(=O)N(CC(C)C)c2c(N)n(Cc3ccccc3)c(=O)[nH]c2=O)o1,-0.6,-10,-0.1,nt,-11,-9,0.9,-1,-10
Cn1c(N2CCCC2)nc2c1c(=O)n(Cc1ccc(F)cc1)c(=O)n2C,2.0,4,0.2,5,21,-8,0.3,-19,-18
O=C(O)c1ccc(Nc2nc(-c3cccnc3)cs2)cc1,-0.5,9,0.1,-2,9,-4,2.0,-8,2
CSc1ccc(/C=N/NC(=O)CN2CCN(Cc3ccccc3)CC2)cc1,-0.8,-24,0.1,0,-6,-9,-0.1,9,-3
Cc1ccc(NC(=O)CN2CCCC2c2cccs2)cc1S(=O)(=O)N1CCCCC1 (stereo unspecified),2.2,16,5.9,nt,-8,-6,0.7,0,-9
C=CCN(Cc1cn(C)nc1-c1cccc(Cl)c1)C1CCS(=O)(=O)C1 (stereo unspecified),1.0,-2,0.2,-5,7,-4,-0.1,-13,-15
COCCSc1ccccc1C(=O)N1CCCC(C)C1 (stereo unspecified),-0.2,1,0.2,2,11,-6,-0.7,-10,-3
O=C(CSc1nc(=O)n(CCN2CCOCC2)c2c1CCCC2)Nc1cccc([N+](=O)[O-])c1,-0.2,-8,0.5,nt,-25,-26,1.0,7,-8
COc1ccc(/C=C/C(=O)NC(=S)Nc2ccc(Br)cn2)cc1,0.0,0,0.3,1,2,-10,-0.1,1,-13
CC(=O)c1cccc(NC(=O)C2Cc3c(-c4cccc(C(N)=O)c4)ccnc3O2)c1 (stereo unspecified),nt,8,1.5,nt,6,nt,nt,-5,nt
COC(=O)C(C)N1CCC(=O)c2ccccc2S1(=O)=O (stereo unspecified),1.6,12,0.9,nt,12,-5,1.1,-17,1
CCN(CC)C(=S)SC1CCCCN(C(=O)c2ccc(F)cc2)C1=O (stereo unspecified),-1.3,19,7.2,-9,13,-23,-1.5,-8,-7
CC1(C(=O)NCc2cccc3ccccc23)CCN1Cc1ccc2ccccc2c1 (stereo unspecified),nt,16,0.5,nt,-5,nt,nt,-3,nt
COc1cc(C2c3c(oc4ccccc4c3=O)C(=O)N2c2ccc(C)cn2)ccc1O (stereo unspecified),1.4,-14,0.5,1,14,-8,2.3,1,-6
Cc1cccc(C)c1NC(=S)N(Cc1ccccc1)Cc1cccnc1,-0.3,-14,0.9,5,29,-16,-0.6,-12,-9
CNC(=O)C(=O)NCC1OCCN1S(=O)(=O)c1ccc2c(c1)OCCO2 (stereo unspecified),1.1,0,0.8,-4,22,-8,-0.8,-14,1
O=C1C=CC(=O)c2c(O)c(CO)c(CO)c(O)c21,nt,1,0.2,nt,5,nt,nt,-2,nt
CCOc1ccc(NC2CCN(C(C)=O)CC2)cc1,0.8,-6,3.3,-2,5,-10,0.3,-1,0
COc1ccc(C2=NOC(C(=O)Nc3cc(C)on3)C2)cc1 (stereo unspecified),0.7,9,1.5,-4,28,-2,-1.0,-12,-2
Cc1cccc(C(=O)Nc2c(C(=O)N(C)C)cnn2-c2ccccc2)c1,-0.3,-18,0.1,-11,-21,-12,-0.9,14,-13
Cc1cc(C)c(S(=O)(=O)Nc2ccccn2)c(C)c1,0.8,2,0.4,0,2,-8,1.1,-6,1

# Following part
Molecule,V1aR counter,TAAR1 antag,CHO-K1 Ca ag,GPR7 antag,M1 PAM parental,CHO parental Ca,OXTR ag,CHO-K1 Ca antag,OXTR potentiator
O=C(NCc1ccc2c(c1)OCO2)c1ccc(NS(=O)(=O)c2ccc3c(c2)OCCO3)cc1,3.1,12,0.0,-13,-5,2,2.0,8,-3
CCOc1ccccc1NC(=S)N1CCN(c2cccc(C)c2C)CC1,-0.2,-3,-0.2,-7,-19,0,-1.1,14,-12
Nc1ncnc(Nc2ccccn2)c1[N+](=O)[O-],-0.9,-14,-0.1,-9,-9,6,0.3,10,-14
CCN(CC)C(=O)C1=C(C)N(Cc2ccc(OC)cc2)C(=O)C(CC(=O)NCC2CCCCC2)C1 (stereo unspecified),nt,-11,-0.1,nt,3,nt,nt,-7,nt
COc1ccc(-n2nc(C(=O)NCC(=O)NC(C)C)c3ccccc3c2=O)cc1Cl,0.9,41,4.0,-4,-2,-11,0.0,-12,-2
